Screening results from PubChem BioAssay.
PGC1a acetyl inh = modulators of PGC1a acetylation | U2OS PGC1a acetylation, AlphaScreen anti-acetyl-lysine; with virally co-expressed GCN5 acetyltransferase | inhibition, % at 15.6 µM | 350,000 tested, 0.17% active | AID 651687;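 active means every replicate shows inhibition of at least 40%; inconclusive means mean inhibition at least 40% but some replicate below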;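 further: 0% = neutral control wells and 100% = positive control wells; some results beyond the cut were filed as inactive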
Statin myotox sup = protects C2C12 myotubes from simvastatin toxicity | rescue of ATP level, % at 7.49 µM | 330,000 tested, 0.78% active | ATP luminescence, 48 h; scaled: DMSO 0, geranylgeraniol control 100 | AID 602340;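 active means mean ATP rescue above about 67%, or every replicate alone reaching that limit, limit read from the data, passing the limit was not always enough; inconclusive means no clear call, values can overlap the other calls; inactive means mean under the limit and some replicate under it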;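 further: myotubes were challenged with 10 µM simvastatin during compound exposure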
PglD DTNB = inhibitors of Campylobacter jejuni PglD acetyltransferase | purified PglD enzyme, DTNB colorimetric CoA detection | inhibition, % at 12.5 µM | 360,000 tested, 0.098% active | AID 602405; in the data active means inhibition above about 16%, passing the limit was not always enough; inconclusive means no clear call, values can overlap the other calls; further: strong numbers were not always called active
LGR2 inh = inhibitors of bursicon-induced Drosophila LGR2 receptor cAMP signaling; inhibition, % at 9.99 µM; 380,000 tested, 0.35% active; AID 720647; HEK293 LGR2, CRE-luciferase, bursicon-stimulated, 4 h;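 active means drop in luminescence signal, shown as inhibition above about 50% in the replicate tests, limit read from the data, passing the limit was not always enough; inconclusive means probably only some replicates passing the limit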;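 further: agonist challenge used bursicon conditioned medium at about half maximal strength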
Cneo AK release = Cryptococcus neoformans lysis via adenylate kinase release; C. neoformans lysis, adenylate kinase release luminescence, 4 h; normalised: neutral wells 0, clomiphene wells 100; lysis activity, % at 15 µM; AID 651654; 360,000 tested, 0.2% active;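 active means mean lysis activity across replicates of at least 80%, whatever share of replicates individually reach that level; inactive means mean lysis activity below 80%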
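Material – log-phase Cryptococcus neoformans yeast cells · Input – 5 × 10^6 yeast cells/mL · Medium – fresh YPD growth medium · Doses – single compound concentration per well · Timing – static 4 h at 37 °C with compound, 1 h detection · Detection – adenylate kinase release luminescence · Read-out – signal increase indicating cell lysis · Control set – Clomiphene as positive lysis control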
PAX8 inh HTS = inhibitors of PAX8 transcriptional activity in RMG-I cells; RMG-I TPO-luciferase reporter, SteadyGlo, 24 h; inhibition, % at 12.6 µM; 360,000 tested, 1.2% active; AID 652154;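 active means mean replicate inhibition at least 60% with every replicate also reaching 60%; inconclusive means only one of the two criteria is met; inactive means mean below 60% and not all replicates reaching 60%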;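 further: luciferase light reporting Pax8 driven TPO promoter activity; plate controls were median of neutral control wells for no effect and mitoxantrone controls for full effect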
GSIS activator = GLuc luminescence reporter in INS-1E cells, primary screen for activators of glucose-dependent secretion of insulin; INS-1E GLuc reporter insulin secretion, 2-3 h; activation, % at 16.6 µM; 370,000 tested, 0.61% active;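 active means lowest replicate activation of at least 40%, so every replicate reaches that level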;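 further: 0% = median of neutral control wells and 100% = median of IBMX positive control wells; some compounds called inactive have numbers as strong as hits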
ARNT TACC3 PPI = disrupts binding between human ARNT and TACC3. Q9Y6A5. AlphaScreen His-ARNT PAS-B/GST-TACC3 binding, luminescence; TACC3 fragment carries E629A point mutation. inhibition, % at 9.99 µM. 390,000 tested, 0.66% active. AID 623870;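 active means mean inhibition of replicates at least 50% and at least half of replicates each reaching 50%; inconclusive means half or more replicates reach 50% but mean below 50%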;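 further: 0% = complete ARNT plus TACC3 wells and 100% = ARNT alone without TACC3; many hits fall short of the cut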
The depositor's hits bear a star. This is a random part of the collection, and some 2.9% of all compounds hit somewhere here.

C[C@H](CO)N1C[C@H](C)[C@H](CN(C)C(=O)Nc2ccc3c(c2)OCO3)Oc2ccc(NC(=O)NC3CCCCC3)cc2C1=O was read as PGC1a acetyl inh -4, Statin myotox sup 5, PglD DTNB 2, LGR2 inh -6, Cneo AK release 8, PAX8 inh HTS -6, GSIS activator -19 and ARNT TACC3 PPI -1.
`CNC(=O)C[C@@H]1CC[C@@H]2[C@@H](COc3ccc(NC(=O)Nc4ccccc4)cc3C(=O)N2C)O1` gave PGC1a acetyl inh -6, Statin myotox sup 14, PglD DTNB -2, LGR2 inh -6, Cneo AK release -2, PAX8 inh HTS 10, GSIS activator -3 and ARNT TACC3 PPI -2.
For CCNC(=O)C[C@@H]1CC[C@@H]2[C@@H](COc3ccc(NC(=O)Nc4cccc(C)c4)cc3C(=O)N2C)O1 the results were PGC1a acetyl inh 0, Statin myotox sup 12, PglD DTNB 3, LGR2 inh -9, Cneo AK release 7, PAX8 inh HTS 13, GSIS activator 1 and ARNT TACC3 PPI -10.
CC(C)NS(=O)(=O)c1ccc(NC(=O)C(C)OC(=O)CCCOc2ccccc2)cc1 (stereo not drawn) was read as Statin myotox sup -22, PglD DTNB -3, LGR2 inh 9, Cneo AK release -15, PAX8 inh HTS -15, GSIS activator -22 and ARNT TACC3 PPI -5.
For O=C(NC1CCCCC1)c1ccccc1-c1ccccc1 the results were LGR2 inh -8, PAX8 inh HTS -28, GSIS activator -17 and ARNT TACC3 PPI -5.
Screening CN(C)CCCNC(=O)[C@H]1[C@H](CO)[C@H]2Cn3c(ccc(-c4cccc(F)c4)c3=O)[C@@H]1N2 returned PGC1a acetyl inh -2, LGR2 inh -5, PAX8 inh HTS -16 and GSIS activator 17.
Screening O=S(=O)(Nc1ccncc1)c1ccccc1 returned PglD DTNB -1, Cneo AK release -1, PAX8 inh HTS -11 and ARNT TACC3 PPI -4.
`O=C(CSCc1c(F)cccc1Cl)NCC1CCCO1` (stereo not drawn) gave PGC1a acetyl inh 5, Statin myotox sup 3, PglD DTNB -1, LGR2 inh 8, Cneo AK release 1, GSIS activator -6 and ARNT TACC3 PPI 0.
For CCc1cc(=O)oc2cc(C)cc(OCC(=O)N3CCC(C(=O)NC(C)C)(c4ccccc4)CC3)c12 the results were PGC1a acetyl inh -2, Statin myotox sup -39, PglD DTNB -3, LGR2 inh 14, Cneo AK release -1, PAX8 inh HTS -2, GSIS activator -26 and ARNT TACC3 PPI 5.
`COc1ccc(S(=O)(=O)N(C)C[C@H]2OCc3ccccc3-c3c(n(C)c4ccccc34)C(=O)N([C@H](C)CO)C[C@H]2C)cc1` gave PGC1a acetyl inh -12, Statin myotox sup 18, PglD DTNB 0, LGR2 inh 23, Cneo AK release 0, GSIS activator -15 and ARNT TACC3 PPI 12.
For CN1C(=O)C(O)(c2nnc(-c3ccccc3)o2)c2ccccc21 (stereo not drawn) the results were LGR2 inh -4, PAX8 inh HTS -30, GSIS activator -18 and ARNT TACC3 PPI -1.
Cn1ccnc1SCC(=O)N(C1CCCCC1)C1CCCCC1 was read as PGC1a acetyl inh -14, Statin myotox sup 8, PglD DTNB 0, Cneo AK release 1 and PAX8 inh HTS 8.
S=C(N/N=C/c1ccco1)NC1CC2CCC1C2 (stereo not drawn) was read as PGC1a acetyl inh 0, Statin myotox sup -5, PglD DTNB 3, LGR2 inh -35, Cneo AK release 23, PAX8 inh HTS -57, GSIS activator 22 and ARNT TACC3 PPI 10.
`C#Cc1ccc(NC(=O)C2(C)CCN2C(=O)Cc2ccc(C(C)(C)C)cc2)cc1` (stereo not drawn) gave PGC1a acetyl inh -9, Statin myotox sup -4, PglD DTNB -11, LGR2 inh 4, Cneo AK release 1 and PAX8 inh HTS 24.
Cc1ccc(C(O)(C(=O)NNc2ccccn2)c2ccc(C)cc2)cc1 was read as PGC1a acetyl inh 5, Statin myotox sup 13, PglD DTNB 0, LGR2 inh 0, Cneo AK release 0, PAX8 inh HTS -2, GSIS activator 0 and ARNT TACC3 PPI 1.
`O=C(O)c1ccccc1NC(=O)c1cc(-c2ccccc2)nc2ccccc12` gave Statin myotox sup -4, PglD DTNB -2, LGR2 inh -17, Cneo AK release 6, PAX8 inh HTS 1, GSIS activator -46 and ARNT TACC3 PPI 3.
Screening Cc1ccc(C(=O)Oc2cccc(-n3cnnn3)c2)cc1 returned PGC1a acetyl inh 2, LGR2 inh 10, PAX8 inh HTS -98, GSIS activator 12 and ARNT TACC3 PPI -5.
For CC(C)c1ccccc1NC(=O)C1CN(S(=O)(=O)c2ccccc2)CCN1S(=O)(=O)c1ccccc1 (stereo not drawn) the results were PGC1a acetyl inh -43, LGR2 inh -5, Cneo AK release 0, PAX8 inh HTS -5, GSIS activator 4 and ARNT TACC3 PPI 0.
`Cc1cc(C(=O)Nc2ccc3c(c2)C(=O)N(C)[C@H]2CC[C@H](CC(=O)Nc4ccc(Cl)cc4)O[C@@H]2CO3)no1` gave PGC1a acetyl inh 4, Statin myotox sup 49, PglD DTNB -3, LGR2 inh 1, Cneo AK release -1, PAX8 inh HTS 22, GSIS activator 2 and ARNT TACC3 PPI 8.
For COCCNC(=O)C[C@@H]1C[C@@H]2c3cc(NS(C)(=O)=O)ccc3O[C@@H]2[C@@H](CO)O1 the results were PGC1a acetyl inh 11, Statin myotox sup 7, PglD DTNB 9, LGR2 inh 18, Cneo AK release 5, PAX8 inh HTS -26, GSIS activator 14 and ARNT TACC3 PPI -6.
Screening COc1ccc(NC(=O)C2CCN(S(=O)(=O)c3ccccc3)CC2)cc1 returned PGC1a acetyl inh -7, Statin myotox sup -2, PglD DTNB 8, LGR2 inh -22, Cneo AK release 1, PAX8 inh HTS -1, GSIS activator 0 and ARNT TACC3 PPI 11.
O=C(Nc1ccccc1Cl)c1cc(C2CCCCN2S(=O)(=O)c2ccc(F)cc2F)on1 (stereo not drawn) was read as PGC1a acetyl inh -10, Statin myotox sup -2, PglD DTNB 5, LGR2 inh -1, Cneo AK release -3, PAX8 inh HTS 7 and GSIS activator 25.
For COc1ccc(-c2ccc([C@H]3[C@@H](C#N)N(C(=O)C4CC4)[C@H]3CO)cc2)cc1 the results were PGC1a acetyl inh -6, Statin myotox sup 4, PglD DTNB 3, LGR2 inh 5, Cneo AK release 0, PAX8 inh HTS 14, GSIS activator -13 and ARNT TACC3 PPI -23.
For O=C(C[C@@H]1CC[C@@H](NC(=O)Nc2cc(F)ccc2F)[C@@H](CO)O1)NCc1ccccn1 the results were PGC1a acetyl inh -3, Statin myotox sup 1, PglD DTNB -2, LGR2 inh 18, Cneo AK release -4, PAX8 inh HTS -16, GSIS activator 0 and ARNT TACC3 PPI -13.
Screening Cc1c(Cl)cccc1NC(=O)Cn1c(CCC(=O)O)ccc1-c1ccccc1 returned PGC1a acetyl inh 23, Statin myotox sup 24, PglD DTNB -2, LGR2 inh 10, Cneo AK release -1, PAX8 inh HTS -3, GSIS activator -1 and ARNT TACC3 PPI 13.
`CCCC(O)(c1ccc(OC)cc1)C(CN1CCOCC1)c1ccccc1` (stereo not drawn) gave PGC1a acetyl inh -22, Statin myotox sup 5, PglD DTNB -2, LGR2 inh 7, Cneo AK release 4, PAX8 inh HTS -1 and GSIS activator -7.
`Clc1cccc(Cl)c1C1Nc2cccc3cccc(c23)N1` gave PGC1a acetyl inh 4, Statin myotox sup 4, PglD DTNB -5, LGR2 inh -5, Cneo AK release 0, PAX8 inh HTS 33, GSIS activator -16 and ARNT TACC3 PPI 2.
Screening COCC(=O)Nc1ccc2c(c1)C(=O)N(C)C[C@@H](OC)[C@H](C)CN(C(=O)c1ccccc1)[C@@H](C)CO2 returned PGC1a acetyl inh 4, Statin myotox sup 1, PglD DTNB 0, LGR2 inh 4, Cneo AK release 52, PAX8 inh HTS -5, GSIS activator -14 and ARNT TACC3 PPI -4.
Screening C[C@@H]1CN([C@@H](C)CO)C(=O)c2cc(NC(=O)CCC(F)(F)F)ccc2O[C@@H](C)CCCCO[C@@H]1CN(C)C(=O)Nc1ccc2c(c1)OCO2 returned PGC1a acetyl inh 7, PglD DTNB -3, LGR2 inh -4, Cneo AK release -1, GSIS activator 3 and ARNT TACC3 PPI 1.
`O=C(Nc1cccc(Cl)c1)N[C@H]1CC[C@@H](CCNC(=O)C2CCC2)O[C@@H]1CO` gave PGC1a acetyl inh 2, Statin myotox sup -3, PglD DTNB 4, LGR2 inh 0, Cneo AK release -2, PAX8 inh HTS 4, GSIS activator -11 and ARNT TACC3 PPI -11.
For COC(=O)C(C)(C)ONC(=O)Nc1ccccc1[N+](=O)[O-] the results were PGC1a acetyl inh 26, Statin myotox sup -5, LGR2 inh -14, PAX8 inh HTS 1, GSIS activator -11 and ARNT TACC3 PPI 8.
For Cc1nc(SCc2ccc(O)c([N+](=O)[O-])c2)n[nH]1 the results were LGR2 inh -4, PAX8 inh HTS 4, GSIS activator 4 and ARNT TACC3 PPI 0.
`CNC[C@@H]1Oc2ccc(NS(=O)(=O)c3ccc(OC)cc3)cc2CC(=O)N([C@@H](C)CO)C[C@@H]1C` gave PGC1a acetyl inh 2, Statin myotox sup -8, PglD DTNB 0, LGR2 inh 0, Cneo AK release 3, PAX8 inh HTS -13, GSIS activator 26 and ARNT TACC3 PPI -3.
Screening C[C@H]1CN([C@@H](C)CO)C(=O)Cc2cc(NC(=O)C3CCCCC3)ccc2O[C@H]1CN(C)Cc1ccc(Cl)c(Cl)c1 returned PGC1a acetyl inh 11, Statin myotox sup 22, PglD DTNB 0, LGR2 inh 2, Cneo AK release -4, PAX8 inh HTS -22 and GSIS activator -8.
For CCc1ccc2oc(C(=O)Nc3nonc3C)c(C)c2c1 the results were PGC1a acetyl inh 6, Statin myotox sup 0, PglD DTNB -1, LGR2 inh 18, Cneo AK release 1, PAX8 inh HTS -264, GSIS activator 4 and ARNT TACC3 PPI -2.
For Cc1ccc(S(=O)(=O)N[C@@H]2CC[C@H](CCn3cc(C4CC4)nn3)O[C@@H]2CO)cc1 the results were PGC1a acetyl inh -2, Statin myotox sup 6, PglD DTNB 4, LGR2 inh 9, Cneo AK release -2, PAX8 inh HTS 5, GSIS activator -14 and ARNT TACC3 PPI -1.
COc1ccc(NC(=O)COc2ccccc2C)cc1S(=O)(=O)N1CCCCC1 was read as Statin myotox sup -1, PglD DTNB 0, LGR2 inh -5, Cneo AK release -10, PAX8 inh HTS 0, GSIS activator 12 and ARNT TACC3 PPI 0.
For CN1c2ccc(-c3ccc(F)cc3)cc2[C@H]2[C@H](CCN2C(=O)Nc2ccc(F)cc2)[C@H]1CO the results were PGC1a acetyl inh 25, Statin myotox sup 50, PglD DTNB 2, LGR2 inh inconclusive, Cneo AK release 6, PAX8 inh HTS 10, GSIS activator 3 and ARNT TACC3 PPI 0.

Structural class, the entries above with a nitro group on carbon (2)
For COC(=O)C(C)(C)ONC(=O)Nc1ccccc1[N+](=O)[O-] the results were PGC1a acetyl inh 26, Statin myotox sup -5, LGR2 inh -14, PAX8 inh HTS 1, GSIS activator -11 and ARNT TACC3 PPI 8.
For Cc1nc(SCc2ccc(O)c([N+](=O)[O-])c2)n[nH]1 the results were LGR2 inh -4, PAX8 inh HTS 4, GSIS activator 4 and ARNT TACC3 PPI 0.
